Source: PubChem BioAssay
Tat export inh: blocks Tat-dependent protein export in E. coli; E. coli MC4100 TorA-mCherry Tat export, fluorescence; inhibition, % at 10 µM; actives 0.036% (n = 340,000); AID 488895;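 active means mean replicate inhibition at least 50% and at least half of replicates individually reaching 50%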;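 further: exported cargo escapes ClpAP degradation while cytoplasmic cargo is degraded and loses fluorescence; 0% = median of neutral control wells and 100% = median of NaSCN control wells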
phage Ecoli inh: E. coli growth loss with phage present; growth absorbance; inhibition, % at 11.9 µM; actives 0.26% (n = 360,000); AID 651602; in the data active means inhibition above about 11%
PKA-R1A activ: PKA-R1A complex activation; PKA-R1A dissociation, Cy5-IP20 fluorescence polarization; scaled: DMSO 0%, 113 µM cGMP 100%; activation, % at 11.4 µM; actives 0.083% (n = 340,000); AID 504707;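 active means percent activation above the mean of all tested compounds plus 3 SD, cut at about 19% in these data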;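 further: higher means more PKAc released from R1A so a rise in polarization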
Ecoli viability: counter-screen for AddAB inhibitors: E. coli growth inhibition. E. coli V3065 growth, OD600 absorbance, 18 h. inhibition, % at 11.9 µM. actives 0.27% (n = 330,000). AID 449728;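 active means inhibition above the campaign's mean inhibition across all tested compounds plus 3 SD, cut at about 9.9% in these data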;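 further: uninfected addAB+ strain grown without phage in ampicillin broth; 0% = DMSO wells and 100% = ciprofloxacin 0.95 µg/ml wells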
AddAB inh: less growth of phage-infected E. coli with AddAB; E. coli expressing H. pylori AddAB, absorbance growth; inhibition, % at 11.9 µM; actives 0.29% (n = 330,000); in the data active means inhibition above about 12%;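 further: 0% = vehicle wells of infected cells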
MOR-DOR inv ag: inverse agonists of human mu-delta opioid receptor heterodimerization; P35372+P41143; cell-based MOR-DOR heterodimer luminescence, inverse agonism; inhibition, % at 9.3 µM; actives 0.21% (n = 340,000); AID 504357; in the data active means inhibition above about 22%, passing the limit was not always enough;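 further: 0% = cells with DMSO and 100% = wells without cells with DMSO; values of inactives mirror those of a sister screen read the other way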
OPRM1-OPRD1 ag: agonists of human mu-delta opioid receptor heterodimerization | P35372+P41143 | cells, OPRM1-OPRD1 heterodimerization, luminescence | activation, % at 9.3 µM | actives 0.3% (n = 340,000); in the data active means activation above about 18%;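 further: 0% = vehicle-treated cells and 100% = reference agonist; values of inactives mirror those of a sister screen read the other way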
Mot1-301 SUMO: inhibitors of SUMOylation pathway: yeast Mot1-301 growth rescue. actives 1% (n = 320,000). growth rescue, % at 18.8 µM. S. cerevisiae Mot1-301 growth rescue, ATP luminescence, 38.5C; percent above DMSO median, 100 means doubled;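 active means every valid replicate shows activation above 250% relative to neutral control wells; inactive means the rest, any valid replicate at or below 250%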;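 further: OY570 slx delta 5 strain wells were the positive control but not used for scaling; some compounds called inactive have numbers as strong as hits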
HTR5A inv ctr: HTR5A inverse agonism, opioid heterodimer counter-screen. HTR5A cell line, luminescence. inhibition, % at 9.3 µM. actives 0.083% (n = 340,000); in the data active means inhibition mostly above about 23%, no sharp cut-off; inactive means mostly below about 18%;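 further: 0% = cells with DMSO and 100% = no-cell wells with DMSO; some compounds called inactive have numbers as strong as hits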
Target sequence (P47898 whole entry, looked up): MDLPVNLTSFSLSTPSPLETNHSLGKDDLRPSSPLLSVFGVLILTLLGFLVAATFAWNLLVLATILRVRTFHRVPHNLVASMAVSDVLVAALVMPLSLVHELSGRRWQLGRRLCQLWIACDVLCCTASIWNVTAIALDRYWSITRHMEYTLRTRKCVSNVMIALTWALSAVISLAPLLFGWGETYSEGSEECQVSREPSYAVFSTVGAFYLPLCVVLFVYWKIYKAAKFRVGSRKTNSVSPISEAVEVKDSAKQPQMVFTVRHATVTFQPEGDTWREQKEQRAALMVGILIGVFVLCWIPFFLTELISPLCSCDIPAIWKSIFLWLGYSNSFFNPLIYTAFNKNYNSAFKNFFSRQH
PfHsp90 set2: reduces growth (ATP signal) of yeast expressing P. falciparum Hsp90 | S. cerevisiae expressing PfHsp90, BacTiter-Glo ATP, 48 h; yeast lacking PDR1 and PDR3 efflux regulators | inhibition, % at 9.4 µM | actives 0.32% (n = 310,000) | AID 504621;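 active means every replicate shows inhibition above about 80%, whatever the replicate mean, limit read from the data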;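 further: 0% = DMSO neutral controls and 100% = 20 µM radicicol positive controls; yeast relying on Plasmodium falciparum Hsp90 in place of its own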
PKA-R2B activ: activators of human PKA-R2B complex; PKA-R2B holoenzyme dissociation, Cy5-IP20 fluorescence polarization; R2B truncated from residue 108, S112A mutant; 0% DMSO only, 100% 113 µM cGMP; actives 0.079% (n = 340,000); activation, % at 11.4 µM; P22694+P31323;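 active means activation above a cutoff set at the mean over all compounds plus 3 SD, cut at about 18% in these data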;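 further: higher means more holoenzyme dissociation and a rise in polarization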
Target sequence (P31323 whole entry, looked up, other chains not shown, the tested form may be a part): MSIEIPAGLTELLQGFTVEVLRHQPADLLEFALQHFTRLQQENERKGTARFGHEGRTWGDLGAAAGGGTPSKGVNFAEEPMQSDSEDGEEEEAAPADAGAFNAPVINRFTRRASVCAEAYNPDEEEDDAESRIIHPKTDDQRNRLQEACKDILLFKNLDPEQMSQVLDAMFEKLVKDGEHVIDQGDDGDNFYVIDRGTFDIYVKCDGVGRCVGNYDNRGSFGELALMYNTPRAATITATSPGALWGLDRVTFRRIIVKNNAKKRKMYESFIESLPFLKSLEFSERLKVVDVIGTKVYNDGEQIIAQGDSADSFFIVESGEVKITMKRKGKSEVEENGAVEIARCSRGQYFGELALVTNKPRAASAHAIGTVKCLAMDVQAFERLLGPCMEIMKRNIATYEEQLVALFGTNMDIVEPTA
Active calls of the source: *; . = no result given; & = joins results of further samples.

SMILES	Tat export inh	phage Ecoli inh	PKA-R1A activ	Ecoli viability	AddAB inh	MOR-DOR inv ag	OPRM1-OPRD1 ag	Mot1-301 SUMO	HTR5A inv ctr	PfHsp90 set2	PKA-R2B activ
CC(=O)ON1C(C)(C)Cc2noc(N)c2C1(C)C	-2	4.4	0	-0.8	-2.1	7	-1.2	-18	-22	-8	-8
CCCCNc1nc(N)ncc1[N+](=O)[O-]	-8	-2.1	-8	-1.9	-1.8	9	-1.7	-12	-2	7	-2
CS(=O)(=O)N1Cc2ccccc2CC1C(=O)OCC(=O)Nc1ccc2ccccc2c1 (stereo unspecified)	-2	3.1	-6	-1.0	-0.8	-7	1.4	14	-9	.	-8
COc1cccc(C2C(C#N)=C(N)N(c3ncn[nH]3)C3=C2C(=O)CCC3)c1 (stereo unspecified)	4	3.0	-4	-0.2	-0.5	18	-3.4	-6	-1	-21	-2
CCc1cccc(C)c1NC(=S)N1CCCCC1c1cccnc1 (stereo unspecified)	5	0.5	6	1.4	2.2	-1	0.2	-12	13	-13	0
CN(C)c1ccsc1C(=O)NNS(=O)(=O)c1ccc(Cl)cc1	4	0.7	-2	-1.3	-1.1	18	-3.5	8	-15	25	-2
COc1ccc(CCN2CCCC(CN(C)C(=O)c3cc(C)oc3C)C2)cc1 (stereo unspecified)	-14	4.0	-4	0.7	1.8	12	-2.3	2	-22	12	-2
Cc1ccccc1C(=O)Nc1ccccc1Sc1ccccc1	3	2.1	-14	0.3	5.2	-31	5.8	-26	-10	-19	10
O=C(c1ccc(S(=O)(=O)Nc2ccc(F)cc2)cc1)N1CCN(C(=O)c2ccco2)CC1	-1	0.9	-14	0.0	-0.3	6	-1.1	-13	-14	-11	-5
Nc1nc(SCC(=O)Nc2ccc(C(F)(F)F)cc2)[nH]c(=O)c1NC(=O)c1ccc(F)c(F)c1	3	0.6	0	-0.4	0.6	13	-2.5	26	4	10	3
CC(C)(C)c1ccc(C(=O)NCC(=O)OCC(=O)Nc2ccccc2[N+](=O)[O-])cc1	-2	2.8	-12	-0.2	4.3	-14	1.9	-5	-16	0	2
COc1cc(/C=C(\C#N)C(=O)NCC2CCCO2)ccc1OCC(N)=O (stereo unspecified)	1	2.6	2	-1.2	-1.4	7	-1.4	2	-2	.	0
COc1ccc(/C=C/C(=O)N(CC(C)C)C2CCS(=O)(=O)C2)cc1 (stereo unspecified)	-5	1.6	2	0.8	2.1	8	-1.2	114	-3	-21	-1
CC(=O)CC(=O)Nc1ccc(C(N)=O)cc1	4	1.8	-8	-0.4	-0.2	-1	0.1	-8	-3	.	-1
COc1ccc(-n2c(CCc3ccccc3)nnc2SCC(=O)NCc2ccccc2)cc1	4	1.7	-5	-1.9	-0.8	4	-0.8	-5	-14	-11	-4
Cc1ccc(C(=O)NC(=S)Nc2ccccc2C(F)(F)F)cc1C	2	0.0	-4	1.4	-0.2	-21	3.6	-4	10	-1	-8
CN1C(=O)/C(=N/OC(=O)c2ccccc2Br)c2ccccc21	-6	2.3	-16	2.9	4.4	23	-5.0	-22	1	-4	6
COc1ccccc1CNC(=O)N/C=C/c1ccc(Cl)cc1	3	2.3	-5	-1.9	-0.6	13	-2.4	1	7	17	1
CN(c1cccc(NC(=O)c2ccc(C(C)(C)C)cc2)c1)S(C)(=O)=O	13	3.3	3	0.1	6.5	9	-1.9	-2	-27	32	-1
C=CCN1C(=O)C(Cc2ccccc2Cl)SC1=Nc1ccc(C(=O)O)cc1 (stereo unspecified)	6	1.0	7	2.3	-0.8	13	-2.6	-4	-9	-8	0
C[C@H](NC(=O)NCc1ccc(F)cc1)C(=O)O	-3	3.1	-1	-0.9	0.9	4	-0.7	-16	4	1	0
S=C1SCN(Cc2cccnc2)CN1Cc1ccccc1	-26	0.0	-8	0.5	0.2	16	-3.5	19	-9	-4	-4
CCOc1ccc(CC(=O)C2=C(N3CCOCC3)CC(C)(C)CC2=O)cc1OCC	-4	2.3	-3	-1.3	1.7	-4	0.8	-9	-1	0	-6
COc1ccccc1N1CCN(C(=O)C(C)NC(=O)c2ccco2)CC1 (stereo unspecified)	5	3.4	-4	0.3	0.3	6	-1.6	-9	19	-1	-9
Cc1c(NC(=O)CN2c3cccc4cccc(c34)S2(=O)=O)c(=O)n(-c2ccccc2)n1C	-2	2.9	-4	1.3	5.6	12	-2.4	168	-6	19	-6

A draw from above in order of molecular weight, high to low:
SMILES	Tat export inh	phage Ecoli inh	PKA-R1A activ	Ecoli viability	AddAB inh	MOR-DOR inv ag	OPRM1-OPRD1 ag	Mot1-301 SUMO	HTR5A inv ctr	PfHsp90 set2	PKA-R2B activ
O=C(c1ccc(S(=O)(=O)Nc2ccc(F)cc2)cc1)N1CCN(C(=O)c2ccco2)CC1	-1	0.9	-14	0.0	-0.3	6	-1.1	-13	-14	-11	-5
CCOc1ccc(CC(=O)C2=C(N3CCOCC3)CC(C)(C)CC2=O)cc1OCC	-4	2.3	-3	-1.3	1.7	-4	0.8	-9	-1	0	-6
COc1ccc(CCN2CCCC(CN(C)C(=O)c3cc(C)oc3C)C2)cc1 (stereo unspecified)	-14	4.0	-4	0.7	1.8	12	-2.3	2	-22	12	-2
COc1ccc(/C=C/C(=O)N(CC(C)C)C2CCS(=O)(=O)C2)cc1 (stereo unspecified)	-5	1.6	2	0.8	2.1	8	-1.2	114	-3	-21	-1
Cc1ccccc1C(=O)Nc1ccccc1Sc1ccccc1	3	2.1	-14	0.3	5.2	-31	5.8	-26	-10	-19	10
CC(=O)ON1C(C)(C)Cc2noc(N)c2C1(C)C	-2	4.4	0	-0.8	-2.1	7	-1.2	-18	-22	-8	-8

(cont.)
SMILES	Tat export inh	phage Ecoli inh	PKA-R1A activ	Ecoli viability	AddAB inh	MOR-DOR inv ag	OPRM1-OPRD1 ag	Mot1-301 SUMO	HTR5A inv ctr	PfHsp90 set2	PKA-R2B activ
C=CCn1c(CCC(=O)Nc2ccc(C)c(Cl)c2)nnc1SCC(=O)Nc1ccccc1C	-7	1.5	-1	1.6	1.4	-15	2.5	30	9	36	-5
CCCc1cc(=O)n2[nH]c(NCc3cccs3)nc2n1	7	3.2	-3	-0.9	1.5	17	-2.7	15	-5	-10	7
O=[N+]([O-])c1ccc2cn[nH]c2c1	-2	3.0	-6	-1.0	-0.8	2	-0.4	0&89	-3	-4	-4
CC(C)C(=O)NC(c1ccccc1)c1cc([N+](=O)[O-])c2cccnc2c1O (stereo unspecified)	2	2.4	-11	-1.4	3.7	7	-1.5	-10	16	-24	-4
CN(c1ccc(OCC(=O)O)cc1)S(=O)(=O)c1ccc2ccccc2c1	3	2.5	3	-2.7	-0.1	17	-3.5	15	6	-2	-5
COc1ccc(-n2nc3cc(C)c(NC(C)=O)cc3n2)cc1	1	3.2	-14	-0.2	2.4	12	-2.0	6	-1	8	3
Cn1c(=O)c2ncn(CC(=O)O)c2n(C)c1=O	1	1.1	-1	0.6	-0.7	10	-1.9	-7	-4	-1	1
CCCCNC(=S)N(C)N=C1CCC(c2ccccc2)CC1 (stereo unspecified)	5	1.9	3	0.8	4.8	-17	3.4	-18	-7	-14	-6
Cc1cc(=O)n2cccc(O)c2n1	-7	-2.8	-2	0.1	-1.6	13	-2.2	-7	8	-7	-13
Cc1cc(C(=O)Nc2c(C)n(C)n(-c3ccccc3)c2=O)c2ccccc2n1	-7	0.9	-5	-0.3	2.1	0	-0.1	-12	6	5	6
CCOc1ccc(C(=O)NC2CC(C)(C)NC(C)(C)C2)cc1	-1	2.0	-9	0.5	3.1	17	-3.7	-13	3	0	2
CC(C)(O)C#Cc1ccc(C(=O)NCc2ccccc2)s1	-1	2.6	5	-0.5	-0.3	7	-1.4	7	-1	14	-2
Cn1cc(CN2CCCC(C(=O)Nc3ccc(-c4cccc(F)c4)cc3)C2)cn1 (stereo unspecified)	-6	0.8	-16	-2.3	3.4	4	-0.9	229	-9	2	-6
COc1ccc(OCC(=O)NNC(=O)c2cccs2)cc1	1	0.6	8	-1.9	-3.6	15	-2.8	257	-30	-7	8
CCC(CC)n1[nH]c(=O)cc1N	3	2.7	-3	-0.8	1.2	-9	1.9	-2	13	-6	2
Cc1cccc(OCCCSc2nc3ccc(C)cc3[nH]2)c1	-2	2.6	-6	-2.1	0.8	-15	2.7	94	-45	-3	-5
Cc1ccc(-c2[nH][nH]c(=O)c(=O)c2N=Nc2ccccc2)cc1	-5	-0.1	1	-2.1	-0.5	8	-1.4	-11	-8	-8	0
CCN1CCN(C(=O)CN(CCc2ccccc2)S(C)(=O)=O)CC1	-4	-0.3	-5	0.8	1.5	12	-2.1	256	-17	1	-6
COC(=O)c1ccccc1COn1c(=O)c(C)[n+]([O-])c2ccccc21	-6	3.4	5	0.1	0.1	12	-2.1	.	3	8	9
COc1ccc2[nH]c(C(=O)N3CCc4ccccc4C3)c(C)c2c1	10	0.3	-8	-2.7	0.8	-15	2.8	28	-8	-25	-18
CN(CC(=O)Nc1ccc(F)c(F)c1)S(=O)(=O)c1cccc2cccnc12	-1	1.8	3	1.6	3.7	2	-0.4	-23	4	15	7
Cc1ccnc(NC(=O)c2ccc(OCC3CCCO3)cc2)c1 (stereo unspecified)	-2	5.4	6	2.9	0.8	6	-0.9	116	-4	.	-2
CC1CCN(CCCN2C(=O)C3C(C(=O)Nc4cccc(Cl)c4)C4C=CC3(O4)C2C(=O)NC2CCCCC2)CC1 (stereo unspecified)	0	3.2	-6	2.3	-0.2	1	-0.1	1	11	13	3

For convenience, some entries already given:
SMILES	Tat export inh	phage Ecoli inh	PKA-R1A activ	Ecoli viability	AddAB inh	MOR-DOR inv ag	OPRM1-OPRD1 ag	Mot1-301 SUMO	HTR5A inv ctr	PfHsp90 set2	PKA-R2B activ
C=CCn1c(CCC(=O)Nc2ccc(C)c(Cl)c2)nnc1SCC(=O)Nc1ccccc1C	-7	1.5	-1	1.6	1.4	-15	2.5	30	9	36	-5
CCCc1cc(=O)n2[nH]c(NCc3cccs3)nc2n1	7	3.2	-3	-0.9	1.5	17	-2.7	15	-5	-10	7
O=[N+]([O-])c1ccc2cn[nH]c2c1	-2	3.0	-6	-1.0	-0.8	2	-0.4	0&89	-3	-4	-4
CC(C)C(=O)NC(c1ccccc1)c1cc([N+](=O)[O-])c2cccnc2c1O (stereo unspecified)	2	2.4	-11	-1.4	3.7	7	-1.5	-10	16	-24	-4
